CCHF vOTU inh = blocks the CCHF virus ovarian tumor domain protease. CCHFV vOTU protease, Pep-AMC fluorescence. inhibition, % at 11.5 µM. actives 0.55% (n = 370,000); in the data active = inhibition above about 30%; also: 0% = vehicle wells with enzyme and 100% = no enzyme wells
Anthrax LF prot = inhibitors of Bacillus anthracis lethal factor protease. P15917. multiplex microsphere protease cleavage assay, LF. inhibition, % at 10 µM. actives 0.12% (n = 360,000); also: plate controls were buffer without enzyme for full effect and enzyme alone for no effect
Target sequence (P15917 whole entry, looked up): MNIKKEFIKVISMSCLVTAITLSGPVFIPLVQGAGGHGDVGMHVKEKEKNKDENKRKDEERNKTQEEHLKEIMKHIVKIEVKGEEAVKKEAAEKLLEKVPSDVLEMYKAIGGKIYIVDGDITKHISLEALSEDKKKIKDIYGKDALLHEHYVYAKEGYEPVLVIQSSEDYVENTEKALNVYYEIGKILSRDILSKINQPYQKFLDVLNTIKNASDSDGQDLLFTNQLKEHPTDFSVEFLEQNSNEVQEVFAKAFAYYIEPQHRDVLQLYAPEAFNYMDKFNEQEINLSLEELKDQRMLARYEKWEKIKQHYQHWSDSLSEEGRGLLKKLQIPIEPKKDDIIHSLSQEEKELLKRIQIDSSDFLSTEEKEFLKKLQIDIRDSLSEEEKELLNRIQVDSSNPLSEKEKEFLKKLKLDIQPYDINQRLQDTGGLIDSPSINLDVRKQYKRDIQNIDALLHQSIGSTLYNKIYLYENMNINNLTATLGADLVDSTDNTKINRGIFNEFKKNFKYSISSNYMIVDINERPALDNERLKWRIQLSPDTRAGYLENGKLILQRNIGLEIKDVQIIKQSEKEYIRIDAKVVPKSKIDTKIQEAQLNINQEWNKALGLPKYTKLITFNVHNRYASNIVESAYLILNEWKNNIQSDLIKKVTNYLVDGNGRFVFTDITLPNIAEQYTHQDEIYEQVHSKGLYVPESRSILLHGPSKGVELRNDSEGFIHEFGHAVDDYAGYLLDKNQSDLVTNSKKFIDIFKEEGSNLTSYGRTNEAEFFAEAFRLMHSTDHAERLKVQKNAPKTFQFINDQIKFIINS
BoNT A protease = blocks Botulinum neurotoxin A light chain protease; inhibition, % at 10 µM; actives 0.17% (n = 360,000); AID 588499; multiplex microsphere protease substrate cleavage, flow cytometry; also: plate controls were buffer without enzyme for full effect and enzyme alone for no effect
3CLpro inhibitor = SARS-CoV 3CLpro protease inhibition; P0C6X7; recombinant SARS-CoV 3CLpro, quenched FRET peptide cleavage; inhibition, % at 6 µM; actives 0.14% (n = 290,000); in the data active = inhibition above about 12%
SSB-PriA inh = inhibitors of Klebsiella pneumoniae PriA binding to SSB C-terminal tail | AlphaScreen SSBct-PriA binding, biotinylated peptide | inhibition, % at 33 µM | actives 0.6% (n = 430,000) | AID 1272365; in the data active = inhibition mostly above about 37%, no sharp cut-off; inactive = mostly below about 20%;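 also: plate controls were negative control peptide for no effect and reference peptide for full effect; strong numbers were not always called active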
Yp Topo-I inh = blocks Yersinia pestis topoisomerase I activity. Y. pestis Topo-I cleavage product accumulation, plate reader. AID 504884. actives 0.064% (n = 360,000). activity, % at 10 µM; in the data active = activity above about 50%, passing the limit was not always enough; also: inactives centre near 2
BH1578 lux ind = induces V. cholerae light production without autoinducers; V. cholerae BH1578 lux reporter, luminescence, 6 h; AID 588436; actives 0.16% (n = 350,000); activation, % at 18.7 µM; in the data active = activation mostly above about 9.7%, no sharp cut-off; also: not every result past the cut was called active; inactives centre near 0; reference of the scale not given here
VHR inh abs = DUSP3 (human) phosphatase inhibition | actives 0.52% (n = 290,000) | recombinant VHR phosphatase, pNPP absorbance | P51452 | inhibition, % at 13.3 µM; in the data active = inhibition above about 50%; also: some compounds called inactive have numbers as strong as hits
Target sequence (P51452 whole entry, looked up): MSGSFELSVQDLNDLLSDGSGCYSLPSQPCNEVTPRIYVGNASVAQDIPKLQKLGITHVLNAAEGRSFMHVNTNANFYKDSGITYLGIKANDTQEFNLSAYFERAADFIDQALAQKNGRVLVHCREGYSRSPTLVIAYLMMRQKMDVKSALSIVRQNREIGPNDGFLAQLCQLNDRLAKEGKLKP
TcdB inh = inhibitors of Clostridioides difficile toxin B glycohydrolase | AID 652162 | actives 0.24% (n = 350,000) | inhibition, % at 9.99 µM | TcdB glycohydrolase enzymatic assay, plate reader; in the data active = inhibition above about 10%
PfHsp40 rescue = restores yeast growth despite PfHsp40 toxicity. S. cerevisiae expressing PfHsp40, growth rescue, ATP luminescence. growth rescue, % at 12.5 µM. actives 0.68% (n = 340,000). AID 504582; in the data active = growth rescue above about 28%, passing the limit was not always enough;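 also: yeast W303a lacking pdr1 and pdr3 grown in galactose medium; growth measured after three days at 30 °C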
Active calls of the source: *; i = inactive; / = no result given. Rule as the data show it, unless noted: active = inhibition above about 30%; inconclusive = no clear call, values can overlap the other calls; inactive = below that. Not all compounds are listed. The share of hits here may be higher or lower than overall.

The first nine compounds (preview)
#	Molecule	CCHF vOTU inh	Anthrax LF prot	BoNT A protease	3CLpro inhibitor	SSB-PriA inh	Yp Topo-I inh	BH1578 lux ind	VHR inh abs	TcdB inh	PfHsp40 rescue
1	Cc1ccnc(SC2CC(=O)N(c3ccc(F)cc3)C2=O)n1 (stereo unspecified)	8	4	-2.0	-2	1	-1	-0.6	4	0.2	-1.0
2	Cn1c(NCCO)nc2c1c(=O)n(Cc1ccc(F)cc1)c(=O)n2C	-8	7	1.5	-2	6	-3	-0.6	6	-0.3	-0.1
3	Cc1ccc(S(=O)(=O)NC(=O)C2(C)CCN2C(=O)Cc2ccc(-c3ccccc3)cc2)nc1 (stereo unspecified)	6	-9	-0.3	/	/	8	-0.5	/	-0.2	/
4	COC(=O)c1ccc2[nH]c([C@H](C)O)c([C@H](C)O)c2c1	4	-4	0.4	0	-3	-9	i	-18	1.5	0.9
5	N#CCc1nn(-c2ccc(Cl)cc2)c(N)c1C#N	5	0	0.0	0	-4	-12	i	-2	/	-1.2
6	O=C(Nc1ccc2ccccc2c1)c1ccccc1O	8	2	1.6	5	-19	3	i	-40	0.5	-0.3
7	Cc1cc(=O)oc2c(C(=O)/C=C/c3ccccc3)c(O)ccc12	1	1	0.3	-5	-4	1	i	13	/	0.3
8	Fc1ccc2cnc(-c3ccccc3)cc2c1	17	2	-0.4	/	-13	6	i	/	0.5	-0.8
9	CCC(C(=O)NCc1ccco1)n1nc(C)c2c(C)n(-c3ccc(C)cc3)nc2c1=O (stereo unspecified)	16	7	11	1	-3	10	i	6	-0.3	-1.4

The whole of this part (from the top)
#	Molecule	CCHF vOTU inh	Anthrax LF prot	BoNT A protease	3CLpro inhibitor	SSB-PriA inh	Yp Topo-I inh	BH1578 lux ind	VHR inh abs	TcdB inh	PfHsp40 rescue
1	Cc1ccnc(SC2CC(=O)N(c3ccc(F)cc3)C2=O)n1 (stereo unspecified)	8	4	-2.0	-2	1	-1	-0.6	4	0.2	-1.0
2	Cn1c(NCCO)nc2c1c(=O)n(Cc1ccc(F)cc1)c(=O)n2C	-8	7	1.5	-2	6	-3	-0.6	6	-0.3	-0.1
3	Cc1ccc(S(=O)(=O)NC(=O)C2(C)CCN2C(=O)Cc2ccc(-c3ccccc3)cc2)nc1 (stereo unspecified)	6	-9	-0.3	/	/	8	-0.5	/	-0.2	/
4	COC(=O)c1ccc2[nH]c([C@H](C)O)c([C@H](C)O)c2c1	4	-4	0.4	0	-3	-9	i	-18	1.5	0.9
5	N#CCc1nn(-c2ccc(Cl)cc2)c(N)c1C#N	5	0	0.0	0	-4	-12	i	-2	/	-1.2
6	O=C(Nc1ccc2ccccc2c1)c1ccccc1O	8	2	1.6	5	-19	3	i	-40	0.5	-0.3
7	Cc1cc(=O)oc2c(C(=O)/C=C/c3ccccc3)c(O)ccc12	1	1	0.3	-5	-4	1	i	13	/	0.3
8	Fc1ccc2cnc(-c3ccccc3)cc2c1	17	2	-0.4	/	-13	6	i	/	0.5	-0.8
9	CCC(C(=O)NCc1ccco1)n1nc(C)c2c(C)n(-c3ccc(C)cc3)nc2c1=O (stereo unspecified)	16	7	11	1	-3	10	i	6	-0.3	-1.4
10	CC1(C)CC(=O)C=C(Nc2cccc(F)c2)C1	-5	1	3.7	-3	2	-7	-0.5	/	0.2	0.3
11	CCc1ccc(N2Cc3ccccc3C2)cc1	19	2	1.3	-1	0	2	i	5	1.4	-0.9
12	CCC1Cc2c(nc(N)c3c(N)nc(N4CCCCC4)c(C#N)c23)O1 (stereo unspecified)	-16	-6	-0.6	8	-21	-1	-1.1	2	1.7	3.5
13	NC(N)=N/N=C/c1ccc(OCc2ccccc2Cl)cc1	13	-11	-1.5	-1	/	-5	i	2	3.9	2.0
14	O=c1c(-c2ccccc2)c(O)c2c(n1-c1ccccc1)CCCC2	-8	-1	-0.3	1	-8	1	-0.3	2	/	1.4
15	O=C(Nc1ccc(NC(=S)NC(=O)C(c2ccccc2)c2ccccc2)cc1)c1ccccc1	2	-8	-1.2	-1	15	-11	i	/	/	-0.2
16	Cc1cc(C)c(S(=O)(=O)N2CCCOC2CNC(=O)C(=O)NCCC2=CCCCC2)c(C)c1 (stereo unspecified)	-8	-1	-0.2	6	-3	-2	1.4	-10	/	0.4
17	Cc1c(Cl)c([N+](=O)[O-])nn1CCCC(=O)Nc1c(Cl)cccc1Cl	-13	-1	-0.6	3	-8	0	1.4	13	/	0.6
18	Cc1c(C(=O)O)sc2nc(/C=C/c3cccc(O)c3)[nH]c(=O)c12	-7	-4	-1.1	1	-2	-3	i	/	1.0	1.3
19	COc1ccccc1N(CC(O)CN(c1ccccc1)S(C)(=O)=O)S(=O)(=O)c1ccccc1 (stereo unspecified)	0	3	0.7	2	10	2	-0.9	-12	/	-0.1
20	CC(=O)C(C)Oc1ccc2c3c(c(=O)oc2c1)CCCC3 (stereo unspecified)	-21	-1	-0.2	-4	-4	-5	i	15	/	-0.1
21	Cc1cc(Cl)ccc1OCC(=O)OCC(=O)Nc1ccc(Cl)cn1	-3	-8	-0.2	/	/	8	-5.9	/	-0.4	/
22	O=C(Cn1nc(Cl)nc1Cl)c1ccc(F)cc1	-6	-4	-6.9	2	-10	3	i	20	-0.7	-0.5
23	CCC(=O)c1ccc(OCC(=O)Nc2nc(C)cs2)cc1	3	1	-0.1	/	-7	3	-0.8	/	0.5	1.6
24	CCOC(=O)[C@]12CCCC=C1N(Cc1ccc3c(c1)OCO3)C(=O)[C@H](CC(=O)NCc1ccc(C)o1)C2	4	-3	-0.4	/	/	/	/	/	0.1	/
25	O=C(NC(=S)NC1C2CC3CC(C2)CC1C3)C12CC3CC(CC(C3)C1)C2 (stereo unspecified)	-11	-2	-0.1	0	-20	-1	i	21	0.1	-0.5
26	COc1ccccc1OCCC(=O)OCC(=O)Nc1ccc(Br)cc1F	8	-4	-0.6	-2	2	25	-0.7	26	2.1	1.2
27	O=C(CCS(=O)(=O)c1cccs1)N1CCCC1	-1	-1	0.1	-2	0	7	3.7	43	/	-1.3
28	CCCSc1nnc(-c2ccccc2NC(=O)CC)c(=O)[nH]1	-6	-3	0.1	-3	-9	-2	-0.6	2	/	-1.0
29	COC(=O)c1ccccc1NC(=O)C/C(C)=N/NC(=O)Cc1ccc(Cl)cc1	3	2	0.9	1	/	17	-0.2	-8	1.3	1.1
30	CCOC(=O)c1c(C)[nH]c(C)c1S(=O)(=O)NCC1CCN(Cc2cccc(Cl)c2)CC1	14	-4	-1.5	-2	10	22	0.9	12	0.7	0.5
31	CCn1cc([N+](=O)[O-])c(C(=O)Nc2ccc(Br)cn2)n1	5	0	0.0	-1	2	3	i	17	/	-1.2
32	Cc1nc2ccc(NC(=O)c3cccnc3)cc2s1	5	-5	4.8	3	1	1	i	7	2.7	-0.7
33	CCCCn1c(C)cc2cc(O)ccc21	10	-12	3.0	1	32	-12	0.5	-1	/	1.2
34	CC(C)NC(=O)/C(C#N)=C\c1ccc(N(C)C)o1	16	9	-1.6	6	4	-4	0.4	-13	-6.0	-1.1
35	Cc1nnc(NC(=O)C2CCN(C(=O)c3ccco3)CC2)s1	-1	0	-2.2	0	-2	5	-3.6	26	0.4	-1.5
36	O=C(Cc1ccc([N+](=O)[O-])cc1)N1N=C(c2ccncc2)CC1(O)C(F)(F)F (stereo unspecified)	0	0	-0.4	-1	3	-9	i	33	0.4	0.5
37	O=C(Nc1nnc(-c2ccccn2)o1)c1cccc(Br)c1	8	-1	-0.9	4	6	3	1.0	0	/	12
38	COc1cc(/C=C/c2ccc3cccc(O)c3n2)cc(Cl)c1OC	-5	-9	-0.2	1	-2	-3	i	/	0.8	-0.2
39	CC(C)(C)NC(=O)CN(C(=O)C(=O)Nc1ccc2c(c1)OCCO2)N1CCOCC1	4	0	1.4	0	-7	6	-0.2	-7	0.0	0.0
40	COC(=O)c1cccc(-n2c(C)cc(C=O)c2C)c1C	-6	0	-0.7	1	-12	-4	-0.4	-8	1.1	-2.4
41	COc1ccccc1N(CC(=O)Nc1ccccc1)S(=O)(=O)c1cccs1	-5	-1	-0.2	/	-1	12	i	/	0.8	-0.5
42	COc1ccc(-c2cc(C(F)F)n3ncc(C(=O)n4ccnc4C)c3n2)cc1	-8	1	-0.1	2	-15	-3	-0.3	-4	/	-0.4
43	CC(C)NC(=O)Cn1cc(C(=O)c2ccccc2F)c2ccccc21	2	-3	-0.3	-1	-5	1	i	42	/	-0.2
44	Cc1cccc(-n2c(/C=C/c3ccc([N+](=O)[O-])o3)nc3ccccc3c2=O)c1	-9	11	16	6	6	5	0.1	-5	-0.3	0.0
45	O=C(Nc1ccc(C(=O)N2CCC(O)(c3ccc(Cl)c(C(F)(F)F)c3)CC2)cc1)c1ccc(Br)o1	7	-6	-0.3	/	-5	10	i	/	-0.4	15
46	CC1Cc2nc(SCC(=O)N3CCCC3)n(C)c(=O)c2S1 (stereo unspecified)	7	-2	0.1	4	-6	9	0.0	-12	5.2	-0.2
47	CCOc1cc(N2CCOCC2)c(OCC)cc1NC(=O)CSc1ccccc1C(=O)O	1	-3	-0.7	/	-2	-1	1.6	/	0.0	-0.6
48	CCOC(=O)c1c(-c2ccc(C)cc2)csc1NC(=O)CCSc1nnc2ccccn12	-7	8	0.6	3	-45	29	-0.5	-28	/	-1.3
49	CNC(=O)CSc1nnc(-c2cccnc2)n1CCc1ccccc1	5	-3	-0.5	0	0	-5	-0.3	4	/	0.2
50	C/C(=N/NC(=O)CN1CCN(Cc2ccccc2Cl)CC1)c1ccncc1	-10	-1	0.4	-2	/	1	-0.2	-1	1.3	-0.1

(next part)
#	Molecule	CCHF vOTU inh	Anthrax LF prot	BoNT A protease	3CLpro inhibitor	SSB-PriA inh	Yp Topo-I inh	BH1578 lux ind	VHR inh abs	TcdB inh	PfHsp40 rescue
51	CC1CCN(S(=O)(=O)c2cccc(C(N)=O)c2)CC1	0	1	0.4	-3	-2	-1	-0.4	40	6.0	-1.9
52	CCCCN(C)CCOc1ccccc1OCC	-10	1	1.0	-1	2	1	-0.7	-7	/	-0.1
53	C=Cn1ccnc1P(=S)(c1ccc2c(c1)c1ccccc1n2CC)c1nccn1C=C	-7	-1	-0.2	0	-8	13	i	-14	/	-1.5
54	CCn1c(CC(=O)Nc2ccccc2)n[nH]c1=S	4	-1	-0.3	1	-8	-2	i	2	0.7	-1.9
